Casp6 inh – inhibitors of human caspase-6. P55212. purified caspase-6, Z-VEID-R110 cleavage fluorescence. inhibition, % at 12.5 µM. 350,000 compounds, 0.53% hits;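 active = mean inhibition across replicates at least about 35%, with every replicate also reaching that limit, limit read from the data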;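 also: 0% = median of neutral control wells and 100% = no fluorescence left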
Target sequence (P55212 24-179 limits assumed): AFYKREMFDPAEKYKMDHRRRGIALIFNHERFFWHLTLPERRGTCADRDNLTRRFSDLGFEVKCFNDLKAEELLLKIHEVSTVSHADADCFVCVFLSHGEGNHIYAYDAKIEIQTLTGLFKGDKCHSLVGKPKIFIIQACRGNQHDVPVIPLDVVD
Target sequence (P55212 194-293 limits assumed): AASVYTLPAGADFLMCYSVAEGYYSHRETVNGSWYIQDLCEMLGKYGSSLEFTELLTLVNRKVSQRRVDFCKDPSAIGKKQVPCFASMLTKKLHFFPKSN
C2C12 statin – protects C2C12 myotubes from simvastatin toxicity; ATP luminescence, 48 h; scaled: DMSO 0, geranylgeraniol control 100; rescue of ATP level, % at 7.49 µM; 330,000 compounds, 0.78% hits; AID 602340;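 active = mean ATP rescue above about 67%, or every replicate alone reaching that limit, limit read from the data, passing the limit was not always enough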;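 also: myotubes were challenged with 10 µM simvastatin during compound exposure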
SIRT5 block – blocks human SIRT5 desuccinylation of peptide; Purified SirT5, succinyl-peptide AMC, trypsin-coupled fluorescence; inhibition, % at 15 µM; 330,000 compounds, 1.1% hits; Q9NXA8; in the data active = inhibition above about 15%
Target sequence (Q9NXA8 whole entry, looked up): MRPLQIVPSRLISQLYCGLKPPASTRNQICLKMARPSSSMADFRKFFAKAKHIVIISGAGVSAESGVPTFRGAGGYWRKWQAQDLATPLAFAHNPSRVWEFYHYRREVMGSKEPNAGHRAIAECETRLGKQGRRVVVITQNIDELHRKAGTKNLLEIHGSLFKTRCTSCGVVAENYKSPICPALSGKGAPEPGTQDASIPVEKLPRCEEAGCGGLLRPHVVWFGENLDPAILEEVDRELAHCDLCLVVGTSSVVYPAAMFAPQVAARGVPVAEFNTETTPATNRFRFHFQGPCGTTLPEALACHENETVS
LGR2 inh – inhibitors of bursicon-induced Drosophila LGR2 receptor cAMP signaling; HEK293 LGR2, CRE-luciferase, bursicon-stimulated, 4 h; inhibition, % at 9.99 µM; 380,000 compounds, 0.35% hits;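 active = drop in luminescence signal, shown as inhibition above about 50% in the replicate tests, limit read from the data, passing the limit was not always enough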;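 also: agonist challenge used bursicon conditioned medium at about half maximal strength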
esBAF inh – SWI/SNF esBAF complex inhibition | mouse ES cells, Bmi1-luciferase knock-in reporter, 24 h; 100% = twice the neutral-well signal | reporter increase, % at 12.5 µM | 350,000 compounds, 2% hits; in the data active = activation above about 40%;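 also: 0% = median of the plate's neutral control wells and 100% = double that signal; a rise in the Bmi1 reporter signal indicates esBAF inhibition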
S100A4 MyoIIA – inhibitors of human S100A4 binding to myosin IIA peptide; inhibition, % at 10.7 µM; 360,000 compounds, 0.14% hits; S100A4/TAMRA-MyoIIA peptide fluorescence polarization; P26447;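 active = mean inhibition of at least 70% across replicates, with every replicate also reaching that level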
Target sequence (P26447 whole entry, looked up): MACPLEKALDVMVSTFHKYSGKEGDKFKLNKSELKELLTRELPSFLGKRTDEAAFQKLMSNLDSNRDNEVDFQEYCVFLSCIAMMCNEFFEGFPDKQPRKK
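System – human S100A4 monomer protein, biochemical binding assay · Buffer or medium – Calcium-containing HEPES buffer, pH 7.2 · Timing – 5 min between mix addition and reading · Also added – TAMRA-labelled myosin IIA heavy-chain peptide probe, 5 nM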
FN deposit inh – fibronectin deposition inhibition | AH1F fibroblasts, Alexa488-fibronectin deposition fluorescence, overnight | 350,000 compounds, 0.086% hits | inhibition, % at 12.6 µM | AID 743247;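 active = mean inhibition across replicates of 30% or more, regardless of how many single replicates reach that level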;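 also: positive control wells lacked labelled fibronectin entirely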
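Material: AH1F fibroblast monolayer depositing Alexa488-labelled fibronectin into matrix | Input: 10000 AH1F cells/well | Medium: DMEM plus 2% serum, read in PBS | Reagent: Alexa488-fibronectin, 24 nM final in well | Compound dosing: One dose per compound, pinned | Schedule: 1 h adhesion, overnight exposure | Measured by: Fluorescence at 485 nm excitation, 525 nm emission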
* marks the source's active call; other numbers are inactive results; . = no result given; & = joins results of further samples. This is a subset; the hit share may differ from the screen's.

structure	Casp6 inh	C2C12 statin	SIRT5 block	LGR2 inh	esBAF inh	S100A4 MyoIIA	FN deposit inh
CCC(C)(C)NC(=O)/C=C/c1cccs1	0	2	-2	-4	5	-6	2
Cc1ccccc1CN(c1ccc(C(=O)NCc2cccnc2)cc1)S(C)(=O)=O	-4	4	.	-2	6	-3	3
C[C@@H]1CN([C@@H](C)CO)C(=O)Cc2cc(NS(=O)(=O)c3ccc(F)cc3)ccc2O[C@H]1CN(C)S(=O)(=O)c1cccs1	1	1	2	-5	-2	10	.
O=C(CN1CCOCC1)NCc1ccccc1Cl	4	25	-6	28	8	-8	4
Cc1nc2ccc(NC(=O)c3cncc(Br)c3)cc2s1	2	-13	0	-19	6	4	6
CC(=O)c1cccc(NC(=O)C2CCCN2S(=O)(=O)c2cccc3nsnc23)c1 (stereo not given)	1	10	1	-21	0	-6	12
CN1CCN(S(=O)(=O)c2cccc(C(=O)NCc3ccc(Cl)cc3)c2)CC1	.	0	-4	6	-1	-3	-2
Cc1ccc2c(c1)N(CC(=O)Nc1ccccc1F)C(=O)C(C)O2 (stereo not given)	-1	-1	-1	-2	1	5	-5
CC(CO)NS(=O)(=O)c1cccc(Cl)c1F (stereo not given)	0	7	-5	5	-4	-3	-3
COc1ccccc1N1CCN(CC(=O)Nc2ccc(S(=O)(=O)N3CCCCCC3)cc2)CC1	-1	36	2	9	-11	-3	-1
COc1ccc(NC(=O)c2ccc3c(c2)OCO3)cc1	2	-1	-2	-26	-16	12	-8
COc1ccc(/C=C/C(=O)OCC(=O)Nc2c(C)cccc2C)cc1	0	.	-3	-24	.	0	-11
CCc1nc2c(OCCn3cccc3)cccn2c1N(C)C(=O)c1ccc(C)cc1	1	0	-1	7	-15	0	-21
COc1ccc2c3c(n(C)c2c1)[C@H](CO)N(C(=O)Cc1ccccc1)CC31CCN(C(=O)Cc2ccccc2)CC1	1	.	2	-4	.	8	.
O=C(O)COc1ccccc1/C=N/NC(=O)c1cccc(S(=O)(=O)N2CCOCC2)c1	4	-1	1	-4	2	-2	2
C=Cc1cc2c(cc1O)CCC1C2CCC2(C)C(O)CCC12 (stereo not given)	-1	1	.	-17	4	-2	.
Cc1noc(C)c1S(=O)(=O)Nc1ccc2c(c1)C(=O)N([C@H](C)CO)C[C@H](C)[C@@H](CN(C)C(=O)NC1CCCCC1)OCCCC[C@H](C)O2	0	-39	0	13	0	-21	.
Cn1cnc(S(=O)(=O)N[C@H]2C=C[C@H](CC(=O)NCC3CCCCC3)O[C@@H]2CO)c1	3	1	3	2	-2	5	-8
Cc1c(N)cccc1N	-2	5	.	2	1	1	.
CCN(CC)S(=O)(=O)c1ccc(N2CCOCC2)c(NCC(=O)Nc2ccc(F)cc2)c1	-3	.	3	8	.	-1	7
O=c1oc(-c2ccccc2F)nc2scc(-c3ccccc3)c12	-3	.	-7	.	.	13	-4
COC(=O)C[C@@H]1C[C@@H]2c3cc(NS(=O)(=O)c4ccc(F)cc4)ccc3O[C@@H]2[C@@H](CO)O1	.	10	-2	9	0	61	1&-1
CC(=O)Nc1ccc(SC[C@H](CC(C)C)N2CCN(CC(C)C)CCC2=O)cc1	1	3	-1	-13	8	-11	-1
CCCCn1c(N)c(N(Cc2ccccc2OC)C(=O)COc2ccccc2C#N)c(=O)[nH]c1=O	-1	-5	-2	10	-4	-2	7
CCCCNC(=O)C1(C)CCN1Cc1cccc2c(OC)cc(C(=O)OCC)cc12 (stereo not given)	-1	-7	5	.	-3	-8	7
CC(C)c1nc2oc3c(NCCO)ncnc3c2c2c1COC(C)(C)C2	-2	.	-22	-14	.	-1	7
CC(=O)Nc1ccc(NC(C)=O)s1	.	-27	.	.	-3	.	-7
COc1cc(C)c(CN2CCN(CC(=O)Nc3ccccc3C(=O)NC3CC3)CC2)cc1OC	-3	-4	2	-5	0	0	-7
CCC(C)C(N)C(=O)NC(CCC(=O)OCc1ccccc1)C(N)=O (stereo not given)	-1	2	4	-3	3	1	.
O=C(COC(=O)C1CCCCC1)Nc1cccc(Br)c1	-4	-4	-3	8	-13	-2	0

Next section:
structure	Casp6 inh	C2C12 statin	SIRT5 block	LGR2 inh	esBAF inh	S100A4 MyoIIA	FN deposit inh
CCOc1cc(C2C3=C(CC(C)(C)CC3=O)N(CCCOC)C3=C2C(=O)CC(C)(C)C3)ccc1OC	-1	-6	3	-2	-6	-3	-6
C[C@@H]1CN([C@H](C)CO)C(=O)c2cc(C#CC3CCCCC3)cnc2O[C@@H]1CN(C)S(=O)(=O)c1ccc(F)cc1	2	43	0	24	-7	6	-6
Cc1cc(C)cc(C(=O)NC(CC(N)=O)c2ccc(N3CCCCCC3)c([N+](=O)[O-])c2)c1 (stereo not given)	12	10	-10	23	9	-1	-8
Cn1c(=O)cc(Nc2ccc(Cl)cc2)[nH]c1=O	-7	1	0	12	1	-2	2
Nc1nc(CCl)nc(Nc2ccccc2)n1	3	.	1	1	.	-3	9
COc1ccc(C(=O)NCCCNC(=O)c2ccccn2)cc1	0	.	0	-6	.	1	7
COc1ccc(C(CNC(=O)CCNC(=O)c2ccc(Br)cc2)N2CCOCC2)cc1 (stereo not given)	1	2	-3	2	-1	-3	.
Cc1ccccc1CSc1nnc(C)c(=O)n1N	-2	.	-5	-40	.	-3	8
O=C(Nc1ccc(N2CCOCC2)cc1)c1ccc(Cl)c(S(=O)(=O)N2CCCCC2)c1	-4	-3	0	13	-1	-4	14
CCOC(=O)CC1(CCc2ccccc2)Oc2ccccc2O1	2	.	-2	5	.	3	12
COc1ccccc1C(=O)NC(=O)COC(=O)c1ccc([N+](=O)[O-])cc1Cl	3	21	2	7	-7	3	-2
O=C(Cc1cccnc1)N[C@H]1CC[C@H](CCn2cc(Cc3ccccc3)nn2)O[C@@H]1CO	-8	-6	1	6	2	-2	.
COCC1CCN(C(=O)c2ccc(OC3CCN(Cc4ccccn4)CC3)cc2)C1 (stereo not given)	-1	-2	0	0	0	1	0
O=C(NC(=S)NCC1CCCO1)c1ccccc1F (stereo not given)	2	2	-3	0	17	21	4
COc1ccccc1N1CCN(C2CCCN(C(=O)CCn3cncn3)C2)CC1 (stereo not given)	-5	.	5	-2	.	2	1
CCOc1cc2[nH]c(=S)n(Cc3ccc(C(=O)N4CCN(C)CC4)cc3)c(=O)c2cc1OCC	-2	-29	-6	5	0	0	-3
C[C@H]1CN([C@@H](C)CO)C(=O)Cc2cc(NC(=O)C3CC3)ccc2O[C@H]1CN(C)S(=O)(=O)c1cn(C)cn1	-2	-31	1	2	-1	2	6
COc1ccc(CCN(C)C(=O)c2cc(S(=O)(=O)N3CCCCC3)ccc2Cl)cc1OC	-125	19	-2	-23	-14	2	8
Cc1ccccc1NC(=O)c1ccc(F)c(S(=O)(=O)N2CCN(c3ccccn3)CC2)c1	0	.	-5	2	.	-1	.
O=C(NCc1cccs1)C1Cc2c(-c3ccc(Cl)cc3)ccnc2O1 (stereo not given)	0	-41	-7	.	-13	0	-1
COc1ccc(-c2nn(CCC#N)cc2C(=O)Nc2ccccn2)cc1OC	0	1	7	10	-2	-5	3
COc1ccccc1NC(=O)OC[C@@H]1CSCCS(=O)(=O)N1	-7	.	-2	1	.	-8	2
COC(=O)Cc1ccc(NC(=O)c2ccc3c(c2)C(=O)N(CC2CCCO2)C3=O)cc1 (stereo not given)	-3	7	1	-16	-2	-19	-3
Cc1ccc(C(=O)N/C(=C/c2cccs2)C(=O)NCCCn2ccnc2)cc1	-2	.	0	1	.	-4	2
COC(=O)C1=C(C)N(Cc2ccc(C(F)(F)F)cc2)C(=NCc2ccc(OC)cc2)NC1c1ccccc1C(F)(F)F (stereo not given)	-2	.	-4	12	.	4	-8
CC(=O)c1cccc(N(CC(=O)O)S(C)(=O)=O)c1	.	3	.	2	-2	.	.
O[C@@H]1CN(Cc2cccs2)[C@@H](c2ccc(Cl)cc2)C[C@H]1n1cc(-c2ccc(F)cc2)nn1	-1	12	-3	3	-15	2	-1
O=C(NCc1ccc2c(c1)OCO2)C1CC(=O)N(c2ccc(Cl)cc2)C1 (stereo not given)	5	10	2	11	6	-3	-3
O=c1c2ccccc2nc(-c2ccc(F)cc2)n1NCc1ccccc1O	1	.	-2	29	.	23	12
COC(=O)c1cc2ccccc2n1S(=O)(=O)c1ccccc1	-3	2	1	6	-6	0	-5

Entries listed so far containing a Cl atom:
structure	Casp6 inh	C2C12 statin	SIRT5 block	LGR2 inh	esBAF inh	S100A4 MyoIIA	FN deposit inh
O=C(CN1CCOCC1)NCc1ccccc1Cl	4	25	-6	28	8	-8	4
CN1CCN(S(=O)(=O)c2cccc(C(=O)NCc3ccc(Cl)cc3)c2)CC1	.	0	-4	6	-1	-3	-2
CC(CO)NS(=O)(=O)c1cccc(Cl)c1F (stereo not given)	0	7	-5	5	-4	-3	-3
Cn1c(=O)cc(Nc2ccc(Cl)cc2)[nH]c1=O	-7	1	0	12	1	-2	2
Nc1nc(CCl)nc(Nc2ccccc2)n1	3	.	1	1	.	-3	9
O=C(Nc1ccc(N2CCOCC2)cc1)c1ccc(Cl)c(S(=O)(=O)N2CCCCC2)c1	-4	-3	0	13	-1	-4	14
COc1ccccc1C(=O)NC(=O)COC(=O)c1ccc([N+](=O)[O-])cc1Cl	3	21	2	7	-7	3	-2
COc1ccc(CCN(C)C(=O)c2cc(S(=O)(=O)N3CCCCC3)ccc2Cl)cc1OC	-125	19	-2	-23	-14	2	8
O=C(NCc1cccs1)C1Cc2c(-c3ccc(Cl)cc3)ccnc2O1 (stereo not given)	0	-41	-7	.	-13	0	-1
O[C@@H]1CN(Cc2cccs2)[C@@H](c2ccc(Cl)cc2)C[C@H]1n1cc(-c2ccc(F)cc2)nn1	-1	12	-3	3	-15	2	-1
O=C(NCc1ccc2c(c1)OCO2)C1CC(=O)N(c2ccc(Cl)cc2)C1 (stereo not given)	5	10	2	11	6	-3	-3

Part of the list above, as labelled records:
COc1ccccc1C(=O)NC(=O)COC(=O)c1ccc([N+](=O)[O-])cc1Cl
- Casp6 inh: 3
- C2C12 statin: 21
- SIRT5 block: 2
- LGR2 inh: 7
- esBAF inh: -7
- S100A4 MyoIIA: 3
- FN deposit inh: -2

O=C(Cc1cccnc1)N[C@H]1CC[C@H](CCn2cc(Cc3ccccc3)nn2)O[C@@H]1CO
- Casp6 inh: -8
- C2C12 statin: -6
- SIRT5 block: 1
- LGR2 inh: 6
- esBAF inh: 2
- S100A4 MyoIIA: -2
- FN deposit inh: .

COCC1CCN(C(=O)c2ccc(OC3CCN(Cc4ccccn4)CC3)cc2)C1 (stereo not given)
- Casp6 inh: -1
- C2C12 statin: -2
- SIRT5 block: 0
- LGR2 inh: 0
- esBAF inh: 0
- S100A4 MyoIIA: 1
- FN deposit inh: 0

Screening data (PubChem)
